# Rv3671c protease – inhibits the M. tuberculosis serine protease Rv3671c. P9WHR9. inhibition, % at 5.96 µM. 320,000 tested, 0.048% active. AID 2606; in the data active = inhibition above about 38%;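 note: extracellular domain of Rv3671c used as enzyme; 0% = enzyme with DMSO and 100% = no enzyme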
# MazEF act – increases E. coli MazEF RNase cleavage of RNA. P0AE70. FAM/BHQ RNA-DNA oligo cleavage fluorescence, 5 h. activation, % at 20 µM. 350,000 tested, 0.32% active; in the data active = activation above about 50%
# Target sequence (P0AE70 whole entry, looked up): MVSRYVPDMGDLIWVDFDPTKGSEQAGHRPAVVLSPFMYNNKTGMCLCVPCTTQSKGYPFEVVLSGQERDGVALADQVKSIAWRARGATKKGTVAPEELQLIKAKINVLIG
# Mtb UGM inh – inhibitors of M. tuberculosis UDP-galactopyranose mutase | purified UGM, fluorescence polarization probe displacement | AID 504406 | 320,000 tested, 0.06% active | inhibition, % at 10 µM; in the data active = inhibition above about 10%, passing the limit was not always enough; inconclusive = no clear call, values can overlap the other calls
# Target sequence (P9WIQ1 whole entry, looked up): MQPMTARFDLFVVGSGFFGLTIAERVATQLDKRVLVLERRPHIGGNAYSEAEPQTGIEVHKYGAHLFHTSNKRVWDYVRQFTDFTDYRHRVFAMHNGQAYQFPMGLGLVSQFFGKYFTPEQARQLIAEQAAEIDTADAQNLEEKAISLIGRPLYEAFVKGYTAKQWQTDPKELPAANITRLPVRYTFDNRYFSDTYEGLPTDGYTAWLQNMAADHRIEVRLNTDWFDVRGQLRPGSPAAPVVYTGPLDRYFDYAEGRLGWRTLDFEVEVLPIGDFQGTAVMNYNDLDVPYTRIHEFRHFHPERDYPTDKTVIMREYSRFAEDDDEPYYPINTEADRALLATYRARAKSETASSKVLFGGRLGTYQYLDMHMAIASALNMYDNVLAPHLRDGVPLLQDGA
# FadD28 FP inh – blocks FadD28 binding to the bisubstrate probe; fluorescence polarization; inhibition, % at 12.5 µM; 360,000 tested, 0.22% active; in the data active = inhibition above about 8.5%, passing the limit was not always enough; inconclusive = no clear call, values can overlap the other calls
# Mtb FBA inh – inhibits M. tuberculosis FBA enzyme. purified M. tuberculosis FBA, fluorescence read-out. inhibition, % at 1 µM. 360,000 tested, 2.3% active. AID 588726; in the data active = inhibition above about 27%;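 note: 0% = vehicle and 100% = reference inhibitor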
# Target sequence (P9WQA3 whole entry, looked up): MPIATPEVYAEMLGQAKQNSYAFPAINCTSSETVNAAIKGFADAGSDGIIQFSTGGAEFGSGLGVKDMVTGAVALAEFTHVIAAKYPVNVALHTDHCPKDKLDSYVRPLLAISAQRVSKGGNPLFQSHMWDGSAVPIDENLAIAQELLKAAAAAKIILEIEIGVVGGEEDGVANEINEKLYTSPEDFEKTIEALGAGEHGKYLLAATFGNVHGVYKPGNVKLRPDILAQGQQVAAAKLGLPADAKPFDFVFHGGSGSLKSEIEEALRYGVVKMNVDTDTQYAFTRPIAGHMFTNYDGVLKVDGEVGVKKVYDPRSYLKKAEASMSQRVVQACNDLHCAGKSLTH
# GDH-TPI counter – GDH-TPI coupled enzyme inhibition counter-screen. GDH-TPI coupled enzyme counterscreen, NADH absorbance. 360,000 tested, 1.2% active. AID 588335. inhibition, % at 4.8 µM; in the data active = inhibition above about 30%;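 note: 0% = DMSO wells and 100% = wells lacking the enzyme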
# Mtb BioA inh – blocks M. tuberculosis BioA enzyme activity. 360,000 tested, 0.096% active. inhibition, % at 9.99 µM. purified M. tuberculosis BioA enzyme, plate reader; in the data active = inhibition above about 40%; inconclusive = no clear call, values can overlap the other calls
# BoNT F protease – blocks Botulinum neurotoxin F light chain protease | Multiplex microsphere protease cleavage assay, flow cytometry | inhibition, % at 10 µM | 360,000 tested, 0.22% active | AID 588497; in the data active = inhibition above about 35%, passing the limit was not always enough; inconclusive = no clear call, values can overlap the other calls; note: plate controls were buffer without enzyme for full effect and enzyme alone for no effect
# PrPC surface inh – inhibitors of human cell surface prion protein PrPC; 370,000 tested, 0.43% active; AID 720596; P04156; TR-FRET read-out; inhibition, % at 13.8 µM; in the data active = inhibition above about 24%; note: 0% = median of the test wells and 100% = reference compound wells
# * marks the source's active call; other numbers are inactive results; ? = inconclusive; · = not tested or not shown; + = active, no number; & = joins results of further samples.
SMILES,Rv3671c protease,MazEF act,Mtb UGM inh,FadD28 FP inh,Mtb FBA inh,GDH-TPI counter,Mtb BioA inh,BoNT F protease,PrPC surface inh
Cc1c(C(=O)Nc2ccc3c(c2)OCCO3)sc2nc(-c3ccccc3)cn12,-25,-11,0.3,-4.1,-1,4,-1.5,-3,5
Cc1cc(C)c(S(=O)(=O)Cc2ccccc2)c(OC(C)C)n1,-6,6,1.1,-1.0,-3,-2,2.3,0,-1
O=C(NCCCCNC(=O)c1ccccc1Br)c1ccccc1Br,3,0,-2.4,0.6,1,1,-2.8,12,8
Cn1nc(C(=O)N2CCN(c3ccc([N+](=O)[O-])cc3)CC2)c2c1-c1ccccc1S(=O)(=O)C2,-6,-4,-0.5,-1.8,1,12,-1.7,10,·
CN(C)c1cccc(C(=O)N(C)C2CCCN(Cc3ccccc3F)C2)c1 (stereo not given),0,2,3.3,0.2,2,-1,-2.3,10,9
O=C(NCC1COc2ccccc2O1)c1ccc(Cl)cc1 (stereo not given),-2,-4,0.8,-1.9,1,6,1.6,-8,-7
CCOc1ccc(CCNC(=O)Nc2ccccc2)cc1OCC,-5,-5,5.5,-4.3,0,-8,2.7,-13,8
Cc1ccc(S(=O)(=O)NCc2ccc(C(=O)NCCc3ccc(S(N)(=O)=O)cc3)cc2)cc1,-52,-9,-1.8,·,8,7,-3.6,-29,1
Cc1ccc([C@@H]2CC=C(C(=O)O)[C@H](c3ccc(F)cc3)N2S(=O)(=O)c2ccccc2C)cc1,1,-3,0.3,-0.6,4,8,0.7,2,9
Cc1cccc2sc(N(CCCN(C)C)C(=O)CCS(=O)(=O)c3ccccc3)nc12,-3,14,-0.5,-2.3,0,6,-2.0,-258,6&8
Cc1nc2ccn(Cc3ccccc3)c(=O)c2cc1C(=O)N1CCN(c2ccc(F)cc2)CC1,-4,3,1.5,-0.1,2,9,0.5,0,-3
CCOc1ccc(N(C(=O)c2ccc3c(c2)OCO3)C2C=CS(=O)(=O)C2)cc1 (stereo not given),-5,4,1.6,-1.5,-1,5,-1.0,6,1
CCC1CCCCN1CCCNC(=O)c1cn(C)c2ccc(S(=O)(=O)N(C)C3CCCCC3)cc2c1=O (stereo not given),-2,9,1.1,0.8,3,7,0.5,-7,-15
CC(=O)Nc1ccc(S(=O)(=O)Oc2ccc(/C=C3\SC(N)=NC3=O)cc2)cc1,-99,-13,-1.0,-6.4,-3,17,·,-5,-37
N=c1c(S(=O)(=O)c2ccc(Cl)cc2)cc2c(=O)n3ccccc3nc2n1Cc1ccco1,-4,-20,0.9,-7.8,56*,15,-0.2,6,-20
CCn1cc(C(=O)N[C@@H](CCSC)C(=O)NCCO)c(=O)c2cc3c(cc21)OCO3,-13,-1,-1.6,-2.7,7,4,1.3,12,3
O=[N+]([O-])c1ccc(N2CCCCCC2)c2ncccc12,-1,-6,-0.5,-0.9,-16,5,·,-5,-11
Cc1cc(C)c(CN2CCC(n3nccc3NC(=O)CCOc3ccccc3)CC2)cc1C,6,11,3.4,-4.2,-4,-8,4.4,0,-13
CCOC(=O)N1CCN(C(=O)c2ccc(N(Cc3ccc(Cl)cc3)S(C)(=O)=O)cc2)CC1,1,11,1.5,-0.5,0,-1,-0.2,-9,7
Cc1ccc(Sc2ncnc(N)c2[N+](=O)[O-])cc1,-5,8,2.3,1.8,-3,10,·,0,5
CC(=O)c1cn(CCC(C)C)c(=O)[nH]c1=O,-5,1,-0.9,-0.4,-1,4,·,-2,0
Cc1cc(Cl)c2oc(C(=O)NCCC3CCCCO3)c(C)c2c1 (stereo not given),-2,3,0.5,-1.7,3,4,0.9,?,7
CCc1nnc(NC(=O)c2sc3nc4cc(C)ccc4cc3c2N)s1,-2,21,2.7,-2.6,-1,18,-0.1,12,6
CCN(CC(=O)Nc1ccccc1C(F)(F)F)C(=O)c1cc(-c2ccccc2)nn1-c1ccccc1,-8,-2,-3.5,-4.9,-1,-3,·,-7,-5
CC(=O)Nc1sc(NC(=O)c2ccco2)nc1-c1cccs1,-5,11,-0.7,-0.8,1,13,0.6,-2,-2

# Quoted at random: 2 records from the list
SMILES,Rv3671c protease,MazEF act,Mtb UGM inh,FadD28 FP inh,Mtb FBA inh,GDH-TPI counter,Mtb BioA inh,BoNT F protease,PrPC surface inh
Cc1cc(Cl)c2oc(C(=O)NCCC3CCCCO3)c(C)c2c1 (stereo not given),-2,3,0.5,-1.7,3,4,0.9,?,7
CC(=O)c1cn(CCC(C)C)c(=O)[nH]c1=O,-5,1,-0.9,-0.4,-1,4,·,-2,0

# Continued:
SMILES,Rv3671c protease,MazEF act,Mtb UGM inh,FadD28 FP inh,Mtb FBA inh,GDH-TPI counter,Mtb BioA inh,BoNT F protease,PrPC surface inh
Cc1ccc(-n2ncc3c2CCCC3NC(=O)CCc2cnccn2)cc1C (stereo not given),1,7,2.7,0.5,-1,-4,2.2,8,-2
CCOC(=O)c1nnn(-c2nonc2N)c1CNc1ccccc1,11,-3,-1.6,-2.3,-1,7,5.3,6,-4
CCOC(=O)c1c(C)nc2cc(C)cc(C)n12,-11,1,1.0,-0.5,-4,-1,·,2,-2
CN(Cc1c(C(=O)N/N=C/c2cccc(O)c2)nnn1-c1nonc1N)c1ccccc1,-12,9,-2.9,-5.8,8,8,11,-5,·
O=c1[nH]c(=S)n(-c2cccc(Cl)c2)c(O)c1C=NCCN1CCNCC1,-5,-3,-0.1,·,-2,2,0.0,15,2
Cc1cccc(/C(N)=N/OC(=O)CCCN2C(=O)c3ccccc3C2=O)c1,-8,-3,-1.6,1.0,5,-2,0.2,-3,-6
CCc1ccc(C(=O)CSc2nnc(C3CC3)n2C2CC2)cc1,-3,-12,2.4,-1.1,1,3,-4.3,-8,9
Cc1ccc(-c2csc(NC(=O)CN3CCOCC3)n2)cc1C,-2,0,1.5,-1.5,3,-1,13,·,·
Cn1c(=O)c2[nH]c(CCCCc3nc4ccccc4[nH]3)nc2n(C)c1=O,·,5,·,-1.4,3,5,·,1,0
C=CCn1cnc2c(c1=O)c1nc3ccccc3nc1n2/N=C/c1cc(OC)c(OC)c(OC)c1,-8,1,0.9,-5.9,5,24,0.1,-2,-23
COCC1CCN(C(=O)C2CCC(=O)N(Cc3cccc(C(F)(F)F)c3)C2)CC1 (stereo not given),·,2,·,1.0,1,8,4.1,-3,10
Cc1cc(C)c(S(=O)(=O)N2CCOC2CNC(=O)C(=O)NCCN2CCOCC2)c(C)c1 (stereo not given),3,-4,-1.5,-2.5,4,8,0.3,9,2
O=C(CSc1n[nH]c(-c2ccccc2)n1)Nc1ccc(N2CCOCC2)cc1,-4,-1,3.0,-1.2,1,-1,·,-4,5
O=C(Nc1ccc2c3c(cccc13)CC2)c1ccccc1,·,0,·,-0.5,1,6,-1.6,-6,-4
COCCNC(=O)C1(C)Cc2c(-c3cccc(NC(C)=O)c3)ccnc2O1 (stereo not given),·,·,·,-1.1,5,14,2.0,0,-5
O=C(Nc1ccncc1)c1ccccc1-c1ccccc1,4,9,0.8,-0.5,1,-3,·,2,-4
Cc1ccc(/C=N/NC(=O)c2cc(-c3ccc(C)o3)[nH]n2)cc1,-8,7,4.9,-1.7,-2,5,-0.4,1,4
O=C(Nn1cnnc1)c1cc(Cl)cc(Cl)c1,-5,5,2.7,2.0,3,-10,0.0,-14,2
NC(=S)N=Nc1c(O)[nH]c2c(Cl)cc(Cl)cc12,·,23,·,1.9,-4,37*,-1.2,-4,-16
O=C(Nc1ccc(Cl)c(Cl)c1)N(CCCN1CCOCC1)Cc1cccnc1,9,3,-0.3,-1.7,0,-11,12,-3,3
CCn1c(COc2cccc(C)c2)nnc1SCC(=O)Nc1cccc(C(=O)O)c1,-3,-1,-3.0,-2.4,6,15,-3.1,7,-2
O=C(NCCN1CCOCC1)C1CC(=O)N(c2ccc(F)c(Cl)c2)C1 (stereo not given),-14,4,0.1,-4.4,0,-2,-0.1,-8,-4
Cc1csc(SCC(=O)Nc2nccs2)n1,3,4,-1.4,0.1,-2,2,·,3,-6
COc1ccc(NC(=O)N2CCCc3cc(C)ccc32)c(OC)c1,-2,-7,-1.9,0.3,2,5,2.9,1,4
COc1ccc2c(c1)C(=O)N1[C@H]3c4cc(OC)ccc4OC[C@@H]3[C@H](c3ccccc3)[C@]1(C)C(=O)N2,-13,3,1.8,-5.2,1,-3,-0.6,-1,7

# Other compounds follow:
SMILES,Rv3671c protease,MazEF act,Mtb UGM inh,FadD28 FP inh,Mtb FBA inh,GDH-TPI counter,Mtb BioA inh,BoNT F protease,PrPC surface inh
Cc1cccc(/C=N/NC(=O)c2cc3c(s2)-c2ccccc2CC3)c1,-60,-4,2.4,-5.0,20,34*,-1.3,5,-4
Cn1c(C(=O)OC(C(=O)NC2CCCC2)c2ccncc2)cc2sccc21 (stereo not given),7,1,4.6,-0.5,2,-4,3.4,2,7
O=C(c1cccc(C(F)(F)F)c1)N1CCN(S(=O)(=O)c2ccc(Cl)s2)CC1,-5,0,2.7,-1.7,-1,0,-0.4,1,4
COc1cccc(-n2nnnc2SCC(=O)Nc2ccccc2OC)c1,-2,-1,-1.0,-0.5,-3,2,4.6,?,8
COc1ccc(/C=C(/NC(=O)c2ccc(OC)c(OC)c2)C(=O)NCCCn2ccnc2)cc1,0,4,-1.6,-0.8,0,6,-0.8,8,-1
COc1ccc2c(c1)N(C(=O)CSc1n[nH]c(C)n1)C(C)(C)C=C2C,9,6,-1.2,-1.0,2,18,-1.5,4,5
CCCCC1CCC(C(=O)N(CC(C)C)c2c(N)n(CCCC)c(=O)[nH]c2=O)CC1 (stereo not given),-7,6,1.6,-2.0,4,2,-1.8,2,1
CCOC(=O)c1c(C2COc3ccccc3O2)csc1NC(=O)c1ccco1 (stereo not given),2,-10,-2.9,-2.6,3,-1,-0.3,0,-1
CCC(C)[C@H](N)c1cn([C@@H](CCCCN)C(=O)N2CCNCC2)nn1 (stereo not given in full),0,3,1.4,-0.6,3,9,-2.2,0,1
O=c1ccc(-c2ccc(S(=O)(=O)N3CCN(c4cccc(Cl)c4)CC3)o2)n[nH]1,7,-61,-1.0,-3.4,-1,-1,-2.2,-7,2
O=C(Nc1cc(S(=O)(=O)N2CCOCC2)ccc1Cl)C1CCC1,6,5,-2.7,-3.7,-1,2,-0.3,-10,2
NP(=O)(Oc1ccc(Cl)cc1)Oc1ccc(Cl)cc1,-11,-3,6.3,-5.6,2,-3,·,-1,0
CSCC[C@H](NC(=O)COc1cc2c(c3oc(=O)c(C)c(C)c13)CCC(C)(C)O2)C(=O)O,5,0,-2.1,-4.5,+,9,-1.0,13,6
CCn1c(=O)c2cc(C(=O)Nc3ccc(OC)cc3OC)sc2c2ccccc21,-6,3,-1.6,-3.8,0,0,·,3,-2
CN(C(=O)COC(=O)c1cccc(S(=O)(=O)N2CCCCCC2)c1)c1ccccc1,·,-4,·,-0.8,0,9,0.8,-9,4
O=C1CC(c2cccs2)CC(O)=C1C=NCCN1CCNCC1 (stereo not given),-3,1,0.7,0.1,1,3,-0.2,-2,0
CCOc1cc(/C=N/N=C2/NC(=O)C(CC(=O)O)S2)ccc1OCc1ccccc1Cl (stereo not given),-11,-4,-0.9,-2.3,0,40*,·,1,-6
CCCN(C(=O)COC(=O)CCC(=O)c1ccccc1)c1c(N)n(Cc2ccccc2)c(=O)[nH]c1=O,·,-3,·,-0.7,-2,-1,-1.8,4,10
Cc1cscc1NC(=O)/C=C/C(=O)O,5,11,-2.5,-0.1,-1,5,-0.9,?,-3
CCN1CCN(c2ccc(S(=O)(=O)N3CCOCC3)cc2NC(=O)c2ccc(C)cc2C)CC1,1,2,-0.1,-4.5,0,12,-0.7,-14,0
Oc1ccc(C2=NN(c3ccccc3)C(c3ccc(F)cc3)C2)cc1 (stereo not given),0,0,1.9,-5.1,101*,-7,-0.5,14,12

# A few values from the entries so far.
# Cn1c(C(=O)OC(C(=O)NC2CCCC2)c2ccncc2)cc2sccc21 (stereo not given) – Mtb FBA inh: 2
# O=c1ccc(-c2ccc(S(=O)(=O)N3CCN(c4cccc(Cl)c4)CC3)o2)n[nH]1 – Rv3671c protease: 7
# O=C(c1cccc(C(F)(F)F)c1)N1CCN(S(=O)(=O)c2ccc(Cl)s2)CC1 – PrPC surface inh: 4
# CCOC(=O)c1c(C2COc3ccccc3O2)csc1NC(=O)c1ccco1 (stereo not given) – FadD28 FP inh: -2.6
# O=C1CC(c2cccs2)CC(O)=C1C=NCCN1CCNCC1 (stereo not given) – GDH-TPI counter: 3
# CN(C(=O)COC(=O)c1cccc(S(=O)(=O)N2CCCCCC2)c1)c1ccccc1 – GDH-TPI counter: 9
# COc1ccc2c(c1)N(C(=O)CSc1n[nH]c(C)n1)C(C)(C)C=C2C – Mtb UGM inh: -1.2
